Growth percent in the NCI-60 one-dose screen (48 h, 10 µM unless noted): 100 = growth as untreated, 0 = no growth, -100 = all killed.
HCT-116 = HCT-116 colon cancer; hit rate 7.3% among 82,000; AID 1794798
SF-295 = SF-295 CNS cancer cells. hit rate 5.6% among 79,000. AID 1794758
SNB-75 = SNB-75 CNS cancer; hit rate 5% among 79,000; AID 1794750
U251 = U251 CNS tumor cells | hit rate 5.4% among 80,000 | AID 1794753
HCC-2998 = HCC-2998 colon cancer. hit rate 4.7% among 79,000. AID 1794799
SF-539 = SF-539 CNS cancer | AID 1794752 | hit rate 6.8% among 81,000
SNB-19 = SNB-19 CNS cancer cells; hit rate 2.5% among 81,000; AID 1794751
KM12 = KM12 colon cancer cells; hit rate 5% among 82,000; AID 1794800
SF-268 = SF-268 CNS cancer cells | hit rate 3.1% among 82,000 | AID 1794759
Starred values were filed as active, the others as inactive; nt = no result given; & = joins results of further samples; [ ] = another dose, or the depositor's remark. How the source made its calls: active means growth percent below 10; inactive means the rest.

Start of the data: the first 20 compounds, to show the layout:
SMILES	HCT-116	SF-295	SNB-75	U251	HCC-2998	SF-539	SNB-19	KM12	SF-268
COc1ccc(Nc2ncccc2NC(=O)c2cn(Cc3cccc(Oc4ccccc4)c3)nn2)cc1OC	81	84	76	75	88	95	79	58	62
CC(=O)Nc1ccc(N=Nc2c(S(=O)(=O)O)cc3cc(S(=O)(=O)O)cc(NC(C)=O)c3c2O)cc1	101	129	98	105	109	109	105	113	108
COc1cc2nc(-c3ccc(Cl)cc3)cc(OCCCNCC3CCCO3)c2cc1OC (centres undefined)	25	34	60	61	71	56	83	40	78
COc1ccc(-c2csc(NC(=O)c3ccccc3CN3C(=O)c4ccccc4C3=O)n2)cc1	91	85	86	87	102	98	90	93	91
Nc1nc(N)nc(N2CCCCC2)n1	106	113	118	101	106	98	115	101	107
COc1ccc(N2CCN(C(=O)Nc3ccc(S(N)(=O)=O)cc3)CC2)cc1	106	96	nt	112	104	100	107	106	115
COc1ccc(Nc2nc(=O)c3ccccc3s2)cc1OC	100	91	116	100	99	94	88	102	125
CC(=O)c1sc(-c2ccc(F)cc2)cc1O	95	105	89	100	103	114	103	96	97
CCOC(=O)C1(CC)C(=O)C(=O)N(c2ccccc2)C1c1ccccc1 (centres undefined)	98	104	84	97	105	111	111	103	105
COc1ccc(NC(=O)CSc2nc3ccccc3c(=O)n2CCc2ccc(S(N)(=O)=O)cc2)cc1	100	95	96	105	93	97	110	97	91
Fc1ccc(/C=C/c2cc(/C=C/c3ccc(F)cc3)n(-c3ccccc3)n2)cc1	79	101	84	96	94	108	104	94	96
OCc1cnccc1N1CCC(OCc2ccccc2)C1 (centres undefined)	97	100	94	98	91	113	96	109	101
NS(=O)(=O)c1ccc(NCc2coc3ccccc3c2=O)cc1	94	nt	65	98	100	95	98	114	117
Cc1cc(O)c(C(C)C)cc1SC#N	81	98	94	89	103	95	104	98	96
Cc1ccc(/C(=N/c2sc(-c3ccccc3)nc2-c2ccccc2)N2CCC(C)CC2)cc1	108	108	122	107	108	104	104	105	104
O=C(CNc1ccccc1S)Nc1ccccc1C(=O)O	100	99	92	98	113	112	105	94	101
COC(=O)/C(CCC=C(C)C)=C1\[C@@H](OC(C)=O)C[C@@]2(C)[C@H]1C[C@@H](O)[C@H]1[C@@]3(C)CC[C@H](N4CCOC4)[C@@H](C)[C@@H]3CC[C@@]12C	92	101	82	87	97	92	96	102	90
CCOC(=O)Cc1csc(NCc2ccccc2)n1	100	101	105	98	100	110	109	89	103
Nc1nc2c(c(-c3nc(N)nc4c3Cc3ccccc3-4)n1)Cc1ccccc1-2	99	102	126	103	129	95	nt	107	109
O=C(O)c1ccc(-n2cc(CNc3ccc(F)c(F)c3)c(-c3ccc(C(F)(F)F)cc3)n2)cc1	62	57	118	58	89	85	70	70	94

The listing, from the start:
SMILES	HCT-116	SF-295	SNB-75	U251	HCC-2998	SF-539	SNB-19	KM12	SF-268
COc1ccc(Nc2ncccc2NC(=O)c2cn(Cc3cccc(Oc4ccccc4)c3)nn2)cc1OC	81	84	76	75	88	95	79	58	62
CC(=O)Nc1ccc(N=Nc2c(S(=O)(=O)O)cc3cc(S(=O)(=O)O)cc(NC(C)=O)c3c2O)cc1	101	129	98	105	109	109	105	113	108
COc1cc2nc(-c3ccc(Cl)cc3)cc(OCCCNCC3CCCO3)c2cc1OC (centres undefined)	25	34	60	61	71	56	83	40	78
COc1ccc(-c2csc(NC(=O)c3ccccc3CN3C(=O)c4ccccc4C3=O)n2)cc1	91	85	86	87	102	98	90	93	91
Nc1nc(N)nc(N2CCCCC2)n1	106	113	118	101	106	98	115	101	107
COc1ccc(N2CCN(C(=O)Nc3ccc(S(N)(=O)=O)cc3)CC2)cc1	106	96	nt	112	104	100	107	106	115
COc1ccc(Nc2nc(=O)c3ccccc3s2)cc1OC	100	91	116	100	99	94	88	102	125
CC(=O)c1sc(-c2ccc(F)cc2)cc1O	95	105	89	100	103	114	103	96	97
CCOC(=O)C1(CC)C(=O)C(=O)N(c2ccccc2)C1c1ccccc1 (centres undefined)	98	104	84	97	105	111	111	103	105
COc1ccc(NC(=O)CSc2nc3ccccc3c(=O)n2CCc2ccc(S(N)(=O)=O)cc2)cc1	100	95	96	105	93	97	110	97	91
Fc1ccc(/C=C/c2cc(/C=C/c3ccc(F)cc3)n(-c3ccccc3)n2)cc1	79	101	84	96	94	108	104	94	96
OCc1cnccc1N1CCC(OCc2ccccc2)C1 (centres undefined)	97	100	94	98	91	113	96	109	101
NS(=O)(=O)c1ccc(NCc2coc3ccccc3c2=O)cc1	94	nt	65	98	100	95	98	114	117
Cc1cc(O)c(C(C)C)cc1SC#N	81	98	94	89	103	95	104	98	96
Cc1ccc(/C(=N/c2sc(-c3ccccc3)nc2-c2ccccc2)N2CCC(C)CC2)cc1	108	108	122	107	108	104	104	105	104
O=C(CNc1ccccc1S)Nc1ccccc1C(=O)O	100	99	92	98	113	112	105	94	101
COC(=O)/C(CCC=C(C)C)=C1\[C@@H](OC(C)=O)C[C@@]2(C)[C@H]1C[C@@H](O)[C@H]1[C@@]3(C)CC[C@H](N4CCOC4)[C@@H](C)[C@@H]3CC[C@@]12C	92	101	82	87	97	92	96	102	90
CCOC(=O)Cc1csc(NCc2ccccc2)n1	100	101	105	98	100	110	109	89	103
Nc1nc2c(c(-c3nc(N)nc4c3Cc3ccccc3-4)n1)Cc1ccccc1-2	99	102	126	103	129	95	nt	107	109
O=C(O)c1ccc(-n2cc(CNc3ccc(F)c(F)c3)c(-c3ccc(C(F)(F)F)cc3)n2)cc1	62	57	118	58	89	85	70	70	94
COc1ccc(CCN2C(CC(=O)c3ccccc3)CCCC2CC(=O)c2ccccc2)cc1 (centres undefined)	82	112	101	89	89	122	85	98	102
N#Cc1c(-c2ccccc2)nc(SCC(=O)Nc2nc(-c3ccccc3)cs2)[nH]c1=O	87	90	71	96	106	102	97	89	92
CNC(=O)c1ccccc1CNC(=S)Nc1cccc(C)c1	113	99	93	96	107	106	91	100	112
O=C(O)CNC(=O)c1cccc([N+](=O)[O-])c1	107	109	90	114	110	101	108	106	107
O=C(Nc1cc(Cl)c(Cl)cc1Cl)OCc1ccc2c(c1)OCO2	62[100 µM]	70[100 µM]	89[100 µM]	69[100 µM]	102[100 µM]	66[100 µM]	72[100 µM]	97[100 µM]	86[100 µM]
COc1ccc(NC(=O)Nc2nc3ccc([N+](=O)[O-])cc3s2)cc1	10	36	62	0.9*	19	7.8*	15	3.8*	39
CC(C)(C)CC(C)(O)CN(CC(C)(O)CC(C)(C)C)C(=S)S (centres undefined)	90	96	105	103	106	104	107	105	106
Nc1c(-c2nc3ccccc3[nH]2)nnn1-c1ccccc1Cl	96	94	87	101	117	100	100	nt	113
CC(=O)Nc1ccc(/C=N/Nc2nnc(N/N=C/c3ccc(NC(C)=O)cc3)c3ccccc23)cc1	81	124	107	104	107	nt	105	65	109
COc1ccc(-c2nc(SCCC(C)C)nc(N/N=C\c3ccccc3Cl)c2C#N)cc1	100	112	88	101	123	106	90	103	102
c1cncc(-c2nc3cc4nc5ccccc5[nH]c4cc3n2)c1	78	96	85	98	107	95	111	103	99
Cc1cc2c(cc1C)NC1=C(N2)OC(c2c3ccccc3cc3ccccc23)C1=O (centres undefined)	-5.8*	-1.9*	49	-8.9*	7.6*	-22*	nt	9.9*	39
O=S(=O)(CS(=O)(=O)Oc1ccccc1)Oc1ccccc1	98&98	103&93	88&97	101&92	103&112	108&98	102&103	102&111	101&105
CCn1c(=S)[nH]c2c1c(=O)n(C)c(=O)n2C	102	104	92	98	104	94	104	100	97
Cn1cnc2c(N3CCN(C(=O)c4cc5ccccc5[nH]4)CC3)nc(Cl)nc21	70	54	nt	85	104	74	81	73	71
Cn1c(I)c(C#C[Si](C)(C)C)c(=O)n(C(=O)c2ccccc2)c1=O	-62*	88	52	25	0.1*	69	96	57	-18*
CC(=O)c1ccc(NCC(=O)Nc2ccccn2)cc1	101	109	93	102	110	106	100	99	97
NC(N)=NCCOc1nc(Oc2ccccc2C(=O)O)cc(-c2ccco2)n1	95	105	93	98	105	100	104	105	108
Nc1cc(-c2c[nH]c3ccc(Br)cc23)nc2cc(-c3c[nH]c4ccccc34)nn12	-78*	-88*	-11*	-83*	-78*	-94*	-78*	-65*	-44*
Cc1ccc(CC#N)c(-c2c(CC#N)ccc(C)c2C)c1C	85&88	88&84	88&96	88&98	96&111	100&107	85&94	100&94	96&93
c1nc(SCC2CO2)c2ncn(CC3CO3)c2n1 (centres undefined)	103	97	82	97	100	96	102	105	99
COc1ccc(C(=O)NC(c2ccc(Cl)cc2Cl)c2cc(Cl)c3cccnc3c2O)cc1 (centres undefined)	91	74	86	95	nt	97	96	79	102
COc1ccc(-c2nn(-c3ccccc3)cc2C2SCC(=O)N2c2cccc(F)c2)cc1OC (centres undefined)	101	102	106	97	100	102	100	104	105
Cc1ccc(-c2cc(Cc3c(Cl)cccc3Cl)c(=O)n(CN3CCNCC3)n2)cc1C	97	108	87	94	112	113	109	102	101
O=[N+]([O-])c1cc([N+](=O)[O-])c2ccc(S(=O)(=O)O)cc2c1O	90	120	98	111	91	104	103	105	102
CN(Cc1ccc(C(F)(F)F)cc1)c1cc(C(=O)Nc2ccccc2)ncn1	83	96	86	92	94	101	nt	85	86
Nc1nc(N)c(N=Nc2ccc(S(N)(=O)=O)cc2)cc1N=Nc1ccccc1	89	83	76	91	96	nt	87	90	98
COc1cc2c(c(OC)c1OC)-c1ccc(N)c(=O)cc1[C@@H](NC(C)=O)CC2	1.6*	18	34	18	nt	-14*	34	-20*	18
CCCCCCNC(=O)Oc1ccc(/C(=C(/C)c2ccccc2)c2ccc(OCCN3CCCCCC3)cc2)cc1	24	36	56	22	57	11	67	32	62
C[C@H]1[C@H](C)CC[C@]2(C(=O)O)CC[C@]3(C)C(=CC[C@@H]4[C@@]5(C)C/C(=C/c6ccncc6)C(=O)C(C)(C)[C@@H]5CC[C@]43C)[C@H]12	40	46	55	51	92	85	65	43	71
COc1ccc(C(=O)Nc2ccc3oc(-c4cc(OC)c(OC)c(OC)c4)nc3c2)cc1	84	70	47	89	92	70	83	85	79
O=C(N=Nc1c(O)[nH]c2ccccc12)Nc1ccc(Br)cc1	89	93	105	101	104	84	97	92	86
NS(=O)(=O)Oc1cccc(-c2nc3sccn3c2-c2ccncn2)c1	106	101	66	107	108	92	110	107	102
Nc1cc2c(cc1Cl)-c1ccccc1/C2=N\O	93	132	96	83	112	90	108	79	92
COc1ccc(Cn2cc(C#N)c(N)c2C(C)=O)cc1	108	110	84	109	107	100	86	99	96
CC(=O)Oc1ccc(C23c4ccccc4C2(OC(C)=O)c2cc(OC(C)=O)ccc23)cc1 (centres undefined)	62	97	54	9.8*	59	100	66	46	94
O=c1ccn(CCCOc2ccccc2Cl)c(=O)[nH]1	103	100	91	102	102	110	107	94	92
CCOc1c(OC)cc2c(c1OCC)C(=O)N[C@@H]1[C@@H](O)[C@@H](O)[C@H](O)C[C@@H]21	100	99	92	100	104	106	103	102	91
Cc1ccc(C)c2c1sc1nnc(Cl)c(=O)n12	109	nt	85	100	123	103	103	109	102
O=S(=O)(O)c1ccc(N=NNc2ccc(S(=O)(=O)O)cc2)cc1	100	101	90	103	94	104	102	112	116
New compounds follow.
SMILES	HCT-116	SF-295	SNB-75	U251	HCC-2998	SF-539	SNB-19	KM12	SF-268
CCCCc1ccc(-c2nn[nH]n2)nc1	96	118	98	98	94	101	99	127	109
Cn1c2c(sc1=O)CCC2	102	120	100	112	116	100	101	115	108
COc1ccc(/C=C2\N=C3N(N=C(c4ccccn4)N3c3ccccc3)C2=O)cc1	95	nt	94	101	107	100	97	101	95
CC(C(N)=O)N1CCN(c2ccccc2Cl)CC1 (centres undefined)	95	106	nt	111	98	97	97	107	102
Cc1cc(C)c(N2C(=O)CC(Nc3ccc(Cl)cc3Cl)C2=O)c(C)c1 (centres undefined)	104	105	93	104	118	97	99	105	106
O=C(c1ccc(F)cc1)C(c1c[nH]c2ccccc12)c1c[nH]c2ccccc12	7.2*	105	79	75	83	88	93	70	63
O=[N+]([O-])c1ccc(COP(=O)(O)OCc2ccc([N+](=O)[O-])cc2)cc1	100&106	102&94	89&100	107	120&95	104&116	99&101	102&102	102&103
SCc1ccc(Cl)cc1Cl	98	109	87	96	93	99	98	102	nt
